UHRF1 binding: human UHRF1 methylated DNA binding inhibitors. AID 687016. 0.75% of 370,000 active. inhibition, % at 4.4 µM. UHRF1 binding to methylated oligo, TR-FRET; in the data active = inhibition above about 21%;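 also: UHRF1 SRA domain binding a hemimethylated CpG hairpin DNA probe; 0% = median of test compound wells and 100% = reference inhibitor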
Target sequence (Q96T88 whole entry, looked up, the tested form may be a part): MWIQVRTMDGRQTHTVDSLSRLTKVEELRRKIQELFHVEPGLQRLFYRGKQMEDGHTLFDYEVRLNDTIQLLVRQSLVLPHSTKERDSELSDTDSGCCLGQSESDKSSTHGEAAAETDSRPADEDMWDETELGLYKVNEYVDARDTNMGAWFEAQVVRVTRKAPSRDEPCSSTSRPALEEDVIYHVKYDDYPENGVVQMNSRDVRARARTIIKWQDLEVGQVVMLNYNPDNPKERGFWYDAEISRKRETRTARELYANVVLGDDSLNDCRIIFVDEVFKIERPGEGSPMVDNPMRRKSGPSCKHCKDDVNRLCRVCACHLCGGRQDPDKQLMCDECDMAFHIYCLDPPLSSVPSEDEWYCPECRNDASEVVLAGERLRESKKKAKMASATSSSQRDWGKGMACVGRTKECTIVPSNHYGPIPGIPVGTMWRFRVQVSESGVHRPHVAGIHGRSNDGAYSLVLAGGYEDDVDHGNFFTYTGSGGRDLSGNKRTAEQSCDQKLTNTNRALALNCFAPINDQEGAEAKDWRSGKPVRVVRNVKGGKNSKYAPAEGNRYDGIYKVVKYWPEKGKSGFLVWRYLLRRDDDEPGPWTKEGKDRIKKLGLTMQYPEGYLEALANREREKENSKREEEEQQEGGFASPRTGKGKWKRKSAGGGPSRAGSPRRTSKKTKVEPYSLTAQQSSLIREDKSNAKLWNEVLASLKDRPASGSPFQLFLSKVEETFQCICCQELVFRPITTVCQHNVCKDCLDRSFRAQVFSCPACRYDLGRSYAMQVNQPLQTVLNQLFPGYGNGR
TDP2 inh: TDP2 (human) inhibition, absorbance primary screen; O95551; recombinant TDP2, T5PNP hydrolysis, p-nitrophenol absorbance 415 nm; 0.34% of 370,000 active; inhibition, % at 12.8 µM;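 active = inhibition above the mean of all tested compounds plus 3 SD, set per campaign, cut at about 25% in these data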;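 also: 0% = DMSO with enzyme and 100% = buffer with substrate but no TDP2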
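Test system: Human TDP2 enzyme | Reagent: 5 mM T5PNP | Compound dosing: 12.8 µM single point, 1% DMSO | Incubation: Enzyme reaction with compound for 2 h at 37 °C | Technique: p-Nitrophenol epi absorbance | Read-out: % inhibition relative to enzyme-containing and enzyme-free wells | Benchmarks: High control without enzyme, low control DMSO plus TDP2 | Replicates: Singlicate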
DDE Tn7 FP inh: disrupts Tn7 cyclic peptide binding to fibrin D-Dimer-E complex | P02675 | FP displacement of FITC-Tn7 peptide from fibrin DD(E); 0% = median of compound wells per plate | inhibition, % at 8.3 µM | 0.13% of 370,000 active;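 active = inhibition above the mean of compounds falling within the control limits plus 3 SD of them, cut at about 14% in these data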;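 also: 0% = plate median of compound wells and 100% = 10 µM Aha-Tn7 peptide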
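Assay system: human fibrin DD(E) protein / Input: 2 µM fibrin DD(E) / Benchmarks: high control of 10 µM Aha-Tn7 peptide / Measured by: fluorescence polarization of the labelled Tn7 tracer / Medium: Tris buffer with calcium and detergent, pH 7.8 / Timing: 10 min compound pre-incubation, 3 h probe incubation at room temperature / Repeats: one replicate per compound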
LEDGF integ inh: blocks HIV-1 LEDGF/p75-dependent DNA integration; TR-FRET IN-LEDGF/p75 DNA integration, Eu/Cy5; inhibition, % at 3.7 µM; 0.64% of 370,000 active; AID 743269;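 active = inhibition above the screen-wide mean plus 3 SD, cut at about 13% in these data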;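 also: signal is the Cy5 over europium emission ratio at 671 and 618 nm; 0% = plate median of compound wells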
TCR CD3 inh: inhibitors of human TCR-CD3 interaction; TAMRA-labeled TCR probe fluorescence, biochemical; inhibition, % at 9.4 µM; 0.37% of 360,000 active; AID 651800; in the data active = inhibition above about 19%;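 also: recombinant mutant TCR 2C K166C tagged with TAMRA read by polarization; 0% = receptor in buffer alone and 100% = receptor with positive control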
Tn6 DDE FP: DD(E)-Tn6 binding inhibition, primary FP screen; P02675; Fibrin DD(E) TRITC-Tn6 fluorescence polarization displacement; inhibition, % at 8.3 µM; 0.21% of 370,000 active;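 active = inhibition above a per-campaign cutoff: mean of compounds within control limits plus 3 SD, cut at about 15% in these data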;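 also: 0% = median of all compound wells on the plate and 100% = blocking peptide control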
PRMT1 FP inh: blocks human protein arginine methyltransferase 1 | recombinant PRMT1, activity-based probe fluorescence polarization | inhibition, % at 2.79 µM | 1.3% of 370,000 active;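 active = inhibition above about 21% made by adding two undisclosed values, limit read from the data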
SIAE inh: blocks human sialic acid acetylesterase. Q9HAT2. AID 1053197. 0.69% of 370,000 active. inhibition, % at 9.66 µM. SIAE FP-Rh probe binding, fluorescence polarization;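 active = inhibition above a cutoff: mean of compounds within the control limits plus 3 SD of those, cut at about 17% in these data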;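 also: 0% = plate median of compound wells and 100% = probe without SIAE protein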
MBD2 DNA inh: MBD2-methylated oligo binding inhibition; 0.31% of 370,000 active; Q9UBB5; AID 686964; TR-FRET, MBD2 binding to methylated oligonucleotide; inhibition, % at 4.4 µM; in the data active = inhibition above about 13%
KLK7 zymogen act: activators of human kallikrein-7 zymogen. purified proKLK7, EDANS-DABCYL substrate fluorescence; 100% is mature enzyme control, 0% vehicle. activation, % at 7 µM. 0.9% of 370,000 active;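 active = activation above the mean of all tested compounds plus 3 SD, computed per campaign excluding outliers beyond control limits, cut at about 13% in these data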
Target sequence (P49862 whole entry, looked up): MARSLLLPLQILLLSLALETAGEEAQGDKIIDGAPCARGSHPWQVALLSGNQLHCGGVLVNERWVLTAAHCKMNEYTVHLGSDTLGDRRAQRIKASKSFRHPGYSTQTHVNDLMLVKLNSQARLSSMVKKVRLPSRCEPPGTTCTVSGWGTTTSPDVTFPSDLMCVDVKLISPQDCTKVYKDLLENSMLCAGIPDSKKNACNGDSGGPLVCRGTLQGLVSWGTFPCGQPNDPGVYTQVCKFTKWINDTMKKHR
Numbers without * were called inactive.

SMILES	UHRF1 binding	TDP2 inh	DDE Tn7 FP inh	LEDGF integ inh	TCR CD3 inh	Tn6 DDE FP	PRMT1 FP inh	SIAE inh	MBD2 DNA inh	KLK7 zymogen act
O=C(NCCC1CCCCN1S(=O)(=O)c1ccc(F)cc1)C(=O)NCc1ccccn1 (configuration not stated)	1	-14	-5	0	-9	2	-3	-5	0	-0.7
CCn1c(CC(=O)Nc2ccc(Cl)c(Cl)c2)nnc1SCc1ccc(C)cc1	2	4	0	-1	12	-4	-2	0	1	-0.7
CCCCCN(C(=O)CSc1n[nH]c(-c2ccc(C)cc2)n1)c1c(N)n(CCCC)c(=O)[nH]c1=O	-2	-3	2	0	1	-7	0	-3	0	-0.2
COc1ccc(CN(C)C(=O)c2ccc(NS(=O)(=O)c3ccc(F)cc3)cc2)c(OC)c1	4	-16	8	2	3	5	13	-3	0	0.0
Cn1c(=O)n(C)c2cc(/C=C(/C#N)C(=O)NCc3ccco3)ccc21	-1	-14	1	2	9	-7	-6	6	-5	0.6
NC(=O)c1cc(N=Nc2c(N)[nH]n(-c3c(Cl)cc(Cl)cc3Cl)c2=O)ccc1Cl	-8	-9	-6	6	3	9	-3	-2	-7	-0.5
CCN(CC)C(=O)c1nc[nH]c1C(=O)N(CC)CC	6	-15	-8	-2	-5	-10	-1	-3	5	0.2
Fc1ccc(Cn2c(SCc3ccc(F)c(F)c3)nnc2C(F)(F)F)cc1	1	-14	5	-4	6	9	-3	-2	-5	0.4
Cc1ccccc1NC(=O)Nc1ccccc1C(N)=O	-3	-4	-5	-1	0	8	-3	-4	-4	1.5
Cc1nc2ccc(S(=O)(=O)NCC(=O)N3CCC(N4CCCCC4)CC3)cc2s1	1	6	3	1	2	-4	-4	-2	2	-0.1
CCOC(=O)C[C@H]1c2cc(F)ccc2S(=O)(=O)N1Cc1ccc(OC)cc1	0	13	7	-1	4	7	-2	-1	-2	-0.3
c1ccc(CNCc2ccc3c(c2)OCO3)nc1	1	-7	-7	-4	-1	-5	3	0	3	-0.2
Cc1ccc(N2CC(C(=O)Nc3nnc(SCCN4CCOCC4)s3)CC2=O)cc1C (configuration not stated)	-1	-3	-3	3	-5	9	-3	0	0	-0.9
C/C(=N\NC(=O)c1c[nH]c2ccccc12)c1ccco1	-1	-3	-2	-4	3	-4	0	-1	-2	0.3
Cc1ccc(C(NC(=O)N2CCOCC2)C(Cl)Cl)cc1F (configuration not stated)	12	-1	0	-1	4	-1	3	-3	3	-0.4
COc1cccc(C2(c3cccc(OC)c3)CC2C(=O)Nc2ccccc2Cl)c1 (configuration not stated)	2	4	4	0	1	-3	5	-1	4	0.6
COc1cc(C(=O)NCc2ccc(OCCN(C)C)cc2)cc(OC)c1OC	1	1	1	1	-5	-2	2	-3	3	0.0
C=CCC[C@@H](Cc1ccc(F)cc1)C(=O)OCCNC(=O)[C@@H](CC=C)CC(=O)N(CCO)Cc1ccccc1	1	-7	4	1	-3	-4	2	0	4	-0.3
COc1ccc(OC)c(CC(NC(C)=O)C(=O)NC2CCN(C(=O)c3cccc(C)c3)CC2)c1 (configuration not stated)	-1	5	11	0	9	5	-2	1	2	0.3
O=C(NCCN1CCCCC1)c1ccco1	0	7	-1	-6	1	2	1	0	1	-0.2
COc1cccc(CN2CCN(C3CCN(c4cccc(C)c4C)CC3)CC2CCO)c1 (configuration not stated)	2	5	0	2	3	1	1	3	-1	0.5
CN(C(=O)C1CCCN(S(=O)(=O)c2cccc([N+](=O)[O-])c2)C1)C1CCS(=O)(=O)C1 (configuration not stated)	-2	3	2	3	1	1	-8	-6	6	0.0
CSc1nnc(NC(=O)C2CCCCC2)s1	-2	6	-3	-2	-2	3	-1	-1	2	0.3
O=C1NC[C@H](c2ccccc2)OC(=O)[C@H](Cc2ccc(F)cc2)C/C=C\C[C@H]1CC(=O)N(CCO)Cc1ccccc1	-2	3	3	1	7	3	0	9	-6	-0.2
O=C1c2sc3nc4ccccc4n3c2C(=O)N1c1ccccc1Cl	-1	5	1	-1	2	1	0	-9	-2	0.8

Further structures follow:
SMILES	UHRF1 binding	TDP2 inh	DDE Tn7 FP inh	LEDGF integ inh	TCR CD3 inh	Tn6 DDE FP	PRMT1 FP inh	SIAE inh	MBD2 DNA inh	KLK7 zymogen act
C[C@H](NC(=O)CC[C@H]1O[C@@H](n2ccc(=O)[nH]c2=O)[C@H](O)[C@@H]1O)C(=O)O	4	10	-1	-5	-5	-2	2	1	4	-0.8
O=C(Nc1ccc2c(c1)OCO2)c1noc2c1CCCC2	-5	2	-9	1	4	2	-2	4	-2	-0.5
CC(=O)C1C(c2ccco2)c2c(noc2C)CC1(C)O (configuration not stated)	0	7	-2	2	0	-5	-1	3	-2	-0.3
CC(=O)[C@H]1CC[C@H]2[C@@H]3CCC4=CC(=O)CC[C@]4(C)[C@H]3[C@H](O)C[C@]12C	2	3	0	-2	-4	5	5	4	6	0.3
Cc1nc2ccccc2n1C(C)c1nc2ccccc2n1CC(=O)c1ccsc1 (configuration not stated)	-2	9	-5	1	4	-5	-1	7	0	0.0
COc1ccc(-c2nn(-c3ccccc3)cc2/C=C(/C#N)C(N)=O)cc1[N+](=O)[O-]	4	-13	2	-3	-8	-8	3	-32	4	-0.8
CCN(CC)CCCNC(=O)c1cc(-c2ccc(Cl)cc2)on1	15	1	3	-1	1	8	-3	3	0	-0.5
CN[C@H]1CCc2cc(OC)c(OC)c(OC)c2-c2ccc(N(C)CC(OC)OC)c(=O)cc21	5	-7	-6	-6	-7	-5	3	5	2	0.9
Cc1ccc(N2Cc3ccccc3C2=S)cc1	1	-6	-13	2	6	2	-1	-5	5	0.2
CCOC(=O)CC1C(=O)NCCN1C(=O)COc1ccc(Br)cc1C (configuration not stated)	0	5	2	0	-3	1	-1	7	-2	0.4
Cn1c(N)c(C(=O)COC(=O)C2=NNC(=O)CC2)c(=O)n(C)c1=O	-1	17	-1	0	-1	0	-2	3	1	0.0
Cn1c(Cc2cccs2)nnc1SCC(=O)N1CCc2ccccc21	3	-21	4	4	2	4	-2	-3	-3	0.5
CCNc1nc(NCC)nc(OCC(=O)O)n1	-3	5	2	-2	1	-2	-1	1	3	-0.5
Cc1sc2nc(CSc3cccc(C(F)(F)F)c3)[nH]c(=O)c2c1C	-2	6	-1	-2	8	0	-2	-8	-9	-0.1
COc1ccc(C2CC(c3ccccc3Cl)Nc3ncnn32)cc1OC (configuration not stated)	-1	4	3	-1	1	5	-2	2	-2	-0.6
CCOc1cc(C(=O)N2CCC3(CC2)NCCc2[nH]cnc23)cc(OCC)c1OCC	3	4	3	-2	-2	3	3	1	4	1.0
O=C(CCn1ccnc1)Nc1cc(Cl)ccc1O	6	-7	-4	-5	-8	-12	7	5	1	-0.6
CC12CCC(C(N)C1=O)C2(C)C (configuration not stated)	-1	2	0	5	-1	11	-4	-2	1	0.2
NC(=O)NCc1ccc(F)cc1	3	-6	-2	1	7	0	-1	11	-2	-0.4
Cc1nc(C)c(C(=O)OCC(=O)NCc2ccccc2)s1	1	5	-10	2	8	-13	2	-3	1	0.0
S=c1[nH]c2ccccc2n1CCc1ccncc1	-2	5	-5	-5	-1	3	3	12	4	-0.1
Cc1ccc(NC(=O)CN(C)C(=O)CSc2ccccc2F)cc1	-1	-5	5	-2	1	2	-1	2	-4	0.0
CCN(CC)S(=O)(=O)c1ccc(N2CCOCC2)c(NC(=O)C(C)Oc2ccc(F)cc2)c1 (configuration not stated)	-1	-1	3	-3	-2	-6	1	1	-1	0.7
COc1ccc(NC(=O)CN(C)CC(=O)N2CC(=O)Nc3ccccc32)cc1	-2	-2	6	-2	4	-4	3	13	-4	0.7
Cc1sc2nc(CSc3ccccc3)nc(N3CCOCC3)c2c1C	0	2	3	-2	-2	-1	3	0	2	0.4

Carrying on.
SMILES	UHRF1 binding	TDP2 inh	DDE Tn7 FP inh	LEDGF integ inh	TCR CD3 inh	Tn6 DDE FP	PRMT1 FP inh	SIAE inh	MBD2 DNA inh	KLK7 zymogen act
CCCS(=O)(=O)N1CCCC(C(=O)NCCCOC(C)C)C1 (configuration not stated)	8	5	-3	0	-8	-3	-6	3	5	-0.9
O=c1c2ccccc2ncn1-c1ccc([N+](=O)[O-])cc1Cl	2	-1	-4	-3	0	2	5	-1	2	-0.1
Cc1ccc(-c2nnc(CSc3nc4cc5c(cc4cc3C)OCO5)o2)cc1	-1	8	-3	-1	0	1	-3	-5	0	0.1
CCCCNC(=O)/C(C#N)=C/c1cccnc1	2	3	1	-5	1	3	3	0	-1	-0.6
Cc1cccc(C)c1Cn1c(C)c(C(=O)NCCC#N)sc1=O	-1	-6	-4	-2	1	-2	3	0	3	-0.3
CC(C)(C)NC(=O)[C@H]1CC[C@H]2[C@@H]3CC[C@H]4NC(=O)C=C[C@]4(C)[C@H]3CC[C@]12C	-2	-2	3	1	2	-5	-1	-4	-3	0.6
COc1ccccc1N(C)S(=O)(=O)c1ccc(C)c(C(=O)NCc2ccccn2)c1	0	-5	0	7	-2	3	-3	4	0	0.2
O=C(NCc1ccc2c(c1)OCO2)c1cc(=O)[nH]c2ccccc12	2	3	-1	-3	2	-5	6	-5	0	-0.5
O=C(O)c1ccc2c(c1)C(=O)N(CCc1c[nH]c3ccccc13)C2=O	-2	5	-6	1	5	-6	7	-4	1	-0.2
CC1CCN(c2c(NCC3CCC(C(=O)N4CCCCC4)CC3)c(=O)c2=O)CC1 (configuration not stated)	-2	-5	-2	1	-6	-3	-2	5	4	-0.3
Cn1c(=O)c2cc3ccccc3nc2n(C)c1=O	-5	6	6	-1	3	1	-5	0	8	1.5
COc1ccc(NC(=O)Cc2csc(NC(=O)Nc3ccccc3OC)n2)cc1	-1	0	2	-1	3	-10	-2	2	6	-0.2
O=C(Nc1cccc(S(=O)(=O)C(F)F)c1)c1ccc(Cl)c(S(=O)(=O)N2CCOCC2)c1	-2	-10	0	-4	4	2	-2	-22	1	-0.3
CC(=O)c1ccc(NC(=O)NC2CC(=O)N(c3ccc4c(c3)OCCO4)C2)cc1 (configuration not stated)	-1	-3	5	0	5	4	-2	-3	-9	0.2
CCOC(=O)c1cc(C)n(-n2cnnc2)c1C	-1	11	0	3	1	2	0	-4	-2	-0.5
Cc1nc2ccccc2n1Cc1ccc(Cl)cc1	3	-3	4	1	-2	-1	1	7	7	0.7
COc1ccc(C(=O)N2CCC(C(=O)N3CCN(c4ccc(OC)cc4)CC3)CC2)cc1	-2	0	2	1	1	2	1	-6	3	-0.2

Profiles, quoted from the list.
CCCS(=O)(=O)N1CCCC(C(=O)NCCCOC(C)C)C1 (configuration not stated) is listed with UHRF1 binding: 8; TDP2 inh: 5; DDE Tn7 FP inh: -3; LEDGF integ inh: 0; TCR CD3 inh: -8; Tn6 DDE FP: -3; PRMT1 FP inh: -6; SIAE inh: 3; MBD2 DNA inh: 5; KLK7 zymogen act: -0.9
COc1ccccc1N(C)S(=O)(=O)c1ccc(C)c(C(=O)NCc2ccccn2)c1 is listed with UHRF1 binding: 0; TDP2 inh: -5; DDE Tn7 FP inh: 0; LEDGF integ inh: 7; TCR CD3 inh: -2; Tn6 DDE FP: 3; PRMT1 FP inh: -3; SIAE inh: 4; MBD2 DNA inh: 0; KLK7 zymogen act: 0.2

High-throughput results from PubChem.
